Source: PubChem BioAssay
TcdB inh: blocks C. difficile toxin B glycohydrolase activity. P18177. TcdB glycohydrolase enzymatic assay, plate reader. inhibition, % at 9.99 µM. 350,000 tested, 0.24% active; in the data active = inhibition above about 10%
SSB-PriA inh: K. pneumoniae PriA-SSBct interaction inhibition. AlphaScreen SSBct-PriA binding, biotinylated peptide. inhibition, % at 33 µM. 430,000 tested, 0.6% active; in the data active = inhibition mostly above about 37%, no sharp cut-off; inactive = mostly below about 20%;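 note: plate controls were negative control peptide for no effect and reference peptide for full effect; strong numbers were not always called active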
Vc quorum ag: inducers of Vibrio cholerae quorum light production without autoinducers | AID 588436 | 350,000 tested, 0.16% active | activation, % at 18.7 µM | V. cholerae BH1578 lux reporter, luminescence, 6 h; in the data active = activation mostly above about 9.7%, no sharp cut-off; inconclusive = no clear call, values can overlap the other calls; inactive = mostly below about 3.7%; note: not every result past the cut was called active; inactives centre near 0; reference of the scale not given here
PrPC TRFRET: reduces human prion protein on the cell surface | cell surface PrPC, TR-FRET read-out | 370,000 tested, 0.43% active | inhibition, % at 13.8 µM | AID 720596 | P04156; in the data active = inhibition above about 24%; note: 0% = median of the test wells and 100% = reference compound wells
SARS 3CLpro inh: SARS-CoV 3CLpro protease inhibition; P0C6X7; recombinant SARS-CoV 3CLpro, quenched FRET peptide cleavage; inhibition, % at 6 µM; 290,000 tested, 0.14% active; AID 1706; in the data active = inhibition above about 12%
BoNT-A LC inh2: inhibitors of Botulinum neurotoxin A light chain protease. multiplex microsphere protease substrate cleavage, flow cytometry. inhibition, % at 10 µM. 360,000 tested, 0.17% active. AID 588499; note: plate controls were buffer without enzyme for full effect and enzyme alone for no effect
Yp Topo-I inh: blocks Yersinia pestis topoisomerase I activity. Y. pestis Topo-I cleavage product accumulation, plate reader. activity, % at 10 µM. 360,000 tested, 0.064% active. AID 504884; in the data active = activity above about 50%, passing the limit was not always enough; inconclusive = no clear call, values can overlap the other calls; note: inactives centre near 2
PfHsp40 rescue: restores yeast growth despite PfHsp40 toxicity. S. cerevisiae expressing PfHsp40, growth rescue, ATP luminescence. growth rescue, % at 12.5 µM. 340,000 tested, 0.68% active; in the data active = growth rescue above about 28%, passing the limit was not always enough; inconclusive = no clear call, values can overlap the other calls;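 note: yeast W303a lacking pdr1 and pdr3 grown in galactose medium; growth measured after three days at 30 °C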
Anthrax LF inh2: anthrax lethal factor protease inhibition. P15917. 360,000 tested, 0.12% active. multiplex microsphere protease cleavage assay, LF. inhibition, % at 10 µM; note: plate controls were buffer without enzyme for full effect and enzyme alone for no effect
Target sequence (P15917 whole entry, looked up): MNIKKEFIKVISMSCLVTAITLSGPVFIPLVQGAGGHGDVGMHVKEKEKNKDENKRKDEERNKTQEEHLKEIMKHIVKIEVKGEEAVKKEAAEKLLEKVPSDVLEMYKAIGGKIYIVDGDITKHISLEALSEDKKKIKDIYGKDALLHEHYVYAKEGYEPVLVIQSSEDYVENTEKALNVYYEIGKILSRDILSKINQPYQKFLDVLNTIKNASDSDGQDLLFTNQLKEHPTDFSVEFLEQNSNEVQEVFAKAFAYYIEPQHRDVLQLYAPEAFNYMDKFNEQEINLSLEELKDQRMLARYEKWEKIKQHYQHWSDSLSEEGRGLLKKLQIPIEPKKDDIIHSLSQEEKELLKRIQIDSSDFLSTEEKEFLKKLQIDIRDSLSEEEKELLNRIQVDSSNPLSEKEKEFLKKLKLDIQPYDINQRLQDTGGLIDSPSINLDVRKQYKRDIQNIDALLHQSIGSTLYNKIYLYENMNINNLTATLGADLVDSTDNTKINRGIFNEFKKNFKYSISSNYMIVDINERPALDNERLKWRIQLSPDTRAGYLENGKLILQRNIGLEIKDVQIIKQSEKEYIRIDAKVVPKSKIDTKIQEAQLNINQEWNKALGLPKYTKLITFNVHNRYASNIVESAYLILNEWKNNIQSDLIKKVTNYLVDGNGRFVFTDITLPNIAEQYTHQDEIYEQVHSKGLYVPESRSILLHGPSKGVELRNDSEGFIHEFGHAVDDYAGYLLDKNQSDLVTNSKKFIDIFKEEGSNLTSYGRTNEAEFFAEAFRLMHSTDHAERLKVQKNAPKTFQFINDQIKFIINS
* hit, by the source's call; i = inactive; ? = inconclusive; / = not tested or not shown; & = joins results of further samples. Cut-off read from the data, not from the text of the source, unless noted: active = inhibition above about 30%; inconclusive = no clear call, values can overlap the other calls; inactive = below that.

SMILES	TcdB inh	SSB-PriA inh	Vc quorum ag	PrPC TRFRET	SARS 3CLpro inh	BoNT-A LC inh2	Yp Topo-I inh	PfHsp40 rescue	Anthrax LF inh2
N=c1c[n+](C2CCCCC2)[n-]o1	1.3	-11	-0.9	-3	4	-0.6	9	0.5	1
Nc1nc2c(C(=O)N3CCOCC3)nnn2c2ccccc12	-0.2	-14	i	5	-4	/	-1	-0.6	/
CN(C)c1ccc(/C=C2\N=C(C(C)(C)C)OC2=O)cc1	-0.8	-7&-7	-11	-8	-8	-1.1	-5	-0.4	3
Cc1cc(Nc2ccc(N3CCOCC3)cc2)c2cccc(C)c2n1	1.5	-5	-0.7	-20	4	-0.9	-10	-0.1	-13
COc1ccc(CCNC(=O)CSc2nnc3ccc(-c4ccccn4)nn23)cc1	2.3	-16	-0.8	-12	/	/	-1	-0.3	/
CCOC(=O)c1cccc(NS(=O)(=O)c2cnc[nH]2)c1	/	1	6.7	-3	4	-0.3	1	-0.6	-2
Cc1ccc(C(=O)NCC(=O)OCc2nnc(-c3ccccc3)o2)cc1	-8.6	-8	-1.0	1	4	7.0	16	-0.2	12
S=c1[nH]nc(-c2ccco2)n1-c1ccc(Br)cc1	0.3	5	i	9	/	/	-2	43*	/
COc1ccc(CN2C(=O)c3ccccc3C2C(=O)NCCc2ccccc2)c(OC)c1 (stereo not given)	0.8	3	i	8	2	0.3	10	0.1	1
Cc1ccc(N2C(=O)CC(Nc3ccccc3)C2=O)cc1 (stereo not given)	0.1	-3	-1.8	6	1	-1.1	7	-1.7	-1
Cc1ccnc(NC(=O)c2cccc(S(=O)(=O)N3CCCC3)c2)c1	1.6	-8	-1.7	-2	1	0.9	7	-0.2	3
CSc1ccccc1NC(=O)COC(=O)c1c[nH]c(=O)[nH]c1=O	0.7	-7	i	5	6	-0.4	9	-1.3	3

Complete entries as entered above. Order of screens: TcdB inh | SSB-PriA inh | Vc quorum ag | PrPC TRFRET | SARS 3CLpro inh | BoNT-A LC inh2 | Yp Topo-I inh | PfHsp40 rescue | Anthrax LF inh2
COc1ccc(CCNC(=O)CSc2nnc3ccc(-c4ccccn4)nn23)cc1 is listed as 2.3 | -16 | -0.8 | -12 | / | / | -1 | -0.3 | /
N=c1c[n+](C2CCCCC2)[n-]o1 is listed as 1.3 | -11 | -0.9 | -3 | 4 | -0.6 | 9 | 0.5 | 1

Additional entries:
SMILES	TcdB inh	SSB-PriA inh	Vc quorum ag	PrPC TRFRET	SARS 3CLpro inh	BoNT-A LC inh2	Yp Topo-I inh	PfHsp40 rescue	Anthrax LF inh2
Cc1cccc(/C=N/NC(=O)c2ccccc2OCc2cccc(Br)c2)n1	0.3	/	-0.3	-9	-4	-3.5	-6	5.5	-8
O=[N+]([O-])c1ccc(Cl)c(S(=O)(=O)NCC2CCCO2)c1 (stereo not given)	/	-3	-0.5	-4	-1	0.2	0	-0.4	-1
Cc1cc(NC(=O)CCC(=O)N(c2ccccc2)C(C(=O)NC2CCCC2)c2ccccc2C)no1 (stereo not given)	0.6	-5	-0.8	-6	4	2.2	13	0.9	0
COc1ccc(CNC(=O)c2ccc3nc(C)c(N(C)Cc4ccc(NC(C)=O)cc4)n3c2)cc1	1.7	/	-0.1	5	/	-0.1	17	/	2
CC(C)(C)NCc1ccccc1OCc1cccs1	/	-11	-1.4	-8	0	0.1	2	0.2	-2
Cc1ccc(CNC(=O)[C@@H]2CCC(=O)N2Cc2ccco2)cc1	/	-2	i	0	4	0.7	34	-0.4	0
CC(=O)c1ccc(NC(=O)C2CCCN(S(=O)(=O)c3ccc(-n4cnnn4)cc3)C2)cc1 (stereo not given)	1.1	-4	i	5	-2	-0.8	15	-1.0	-8
COc1ccc(NCc2cc(=O)oc3cc(NC(C)=O)ccc23)cc1	0.5	-12	-10	-8	-2	-2.7	2	-1.5	-2
COc1ccc(OC)c(NC(=O)CSc2nc3ccccc3c(=O)n2CCNC(C)=O)c1	/	-8	-5.3	2	-8	-2.9	17	-0.1	1
Cc1cc(C)c(C(N)=O)c(Nc2cccc(Cl)c2)n1	0.2	-4	-1.4	-6	-1	-0.7	-10	-1.9	-2
O=C(NCc1cccs1)C1CCCN1C(=O)Nc1ccccc1Cl (stereo not given)	0.4	-9	-0.4	3	-4	0.1	14	0.2	-1
Cc1ccc(CNc2nc(NCC3CC3)nc3ccsc23)c(C)c1	1.7	/	-0.7	1	/	-0.2	-2	/	-1
CCCCCCCn1c(=O)c(C(=O)Nc2cnccn2)c(O)c2ccccc21	0.0	0	i	6	-2	/	-2	12	/
Cc1noc(C)c1S(=O)(=O)N1CCCC(C(=O)NCC2CCCO2)C1 (stereo not given)	/	-15	i	1	3	-1.4	-2	0.0	-3
C[C@@H]1NC(=O)c2cc([N+](=O)[O-])cc(I)c2OCC[C@@H](C(N)=O)NC(=O)[C@H](CCCCN)NC1=O	/	4	i	/	6	-0.2	-6	-0.1	4
CC(C)CCNC(=O)C(c1ccc(O)cc1)N(Cc1ccco1)C(=O)CCC(=O)Nc1nccs1 (stereo not given)	0.9	6	-0.9	3	-1	-3.1	15	0.2	-1
CCC(OC(=O)c1nsc(Cl)c1Cl)C(=O)NC(C)(C)C (stereo not given)	-0.1	-8	-0.4	3	-2	-0.8	5	-2.0	0
OCCNc1nc(Nc2ccccc2O)nc(N2CCCC2)n1	3.1	6	-11	-1	/	0.7	-1	0.5	7
Cc1cc(S(=O)(=O)NC(C)C)ccc1OCC(=O)N1CCN(Cc2ccc3c(c2)OCO3)CC1	/	3	i	14	1	0.9	13	1.1	-2
CC(C)(C)CC(C)(C)NC(=S)NC1CCN(Cc2ccccc2)CC1	1.0	-11	-0.3	-11	-1	0.2	1	-1.2	-5
CCCCCN(C(=O)CCC(=O)OCC(=O)c1ccc(CCC)cc1)c1c(N)n(CCCC)c(=O)[nH]c1=O	1.3	8	i	-5	/	5.0	33	-0.3	-5
CC(C)(C)c1ccc(C(=O)CSc2nc3ccccc3c(=O)[nH]2)cc1	/	-5	-0.4	0	-2	0.3	8	0.1	0
Cc1nn(-c2ccccc2)c(Cl)c1C(=O)NNC(=O)c1ccncc1	2.1	-13	i	-1	/	-0.5	-5	-1.4	-3
O=C(OCC(=O)N(C1CCCCC1)C1CCCCC1)c1ccc(O)cc1	1.6	2	-5.6	7	4	-4.6	-16	-1.4	15
N#CCCOC1(C#CCN2CCCC2)CCCCC1	0.0	2	i	-9	0	0.4	0	0.8	3
CCCCCCNC(=O)c1ncn[nH]1	0.9	-22	i	1	0	?	-6	0.4	7
COc1ccccc1CNC(=O)COC(=O)c1ccc(NC(N)=O)cc1	/	-15	i	1	-2	-0.1	-2	1.3	0
O=C(Nc1cc(C(F)(F)F)ccc1-n1cncn1)c1cn2ccccc2n1	0.2	-1	-1.6	-2	/	/	-13	1.5	/
CN(C)c1ccc(C2Nc3ccccc3C(=O)N2CCN2CCNC2=O)cc1 (stereo not given)	-3.5	8	-0.3	7	8	-0.5	6	-0.5	-8
COc1ccccc1Nc1nc2ccccc2n1C	2.2	-4	-0.3	5	3	-0.5	-5	0.0	-9
C[C@H]1COC(=O)[C@@H](Cc2ccc(F)cc2)C/C=C\C[C@H](CC(=O)N(CCO)Cc2ccccc2)C(=O)N1	-3.2	-18	-1.2	24	/	0.5	20	1.5	-7
O=C(COC(=O)c1cncc(Br)c1)Nc1ccc(F)c(F)c1F	1.0	-23	5.0	5	/	0.2	-9	0.7	0
S=c1nc[nH]c2c1cnn2Cc1ccccc1	1.4	-16	0.4	5	0	0.2	7	-1.3	-6
CC(Sc1nncn1C)C(=O)Nc1nnc(C(C)C)s1 (stereo not given)	0.9	1&-10	-0.1	-2	1	-0.8	-1	0.2	1
CCc1ccccc1NS(=O)(=O)c1ccc2[nH]cc(C(=O)NCC3CCCO3)c(=O)c2c1 (stereo not given)	/	-12	-2.0	2	1	1.0	5	0.2	-1
CCn1cc(C(=O)Nc2sc(C)c(C)c2C(=O)OC)cn1	/	-9	i	-8	4	-0.5	2	0.5	1
C=CCN1CCN(C(=O)CCCc2ccccc2)CC1	0.1	6	-0.4	6	5	-0.5	3	0.2	-1
COC(=O)c1ccc(NC(=S)NC2CC2)cc1	0.9	-2	-0.9	-5	2	-0.1	-2	0.7	-7
Cc1ccc2c(Cl)c(C(=O)NCCCN3CCOCC3)sc2c1	-0.4	/	-0.5	-3	/	-0.1	9	/	-2
CCOC(=O)C1(CCc2ccccc2)CCN(Cc2ccc(O)cc2)CC1	-0.6	-9	0.4	-7	4	-1.6	10	1.5	-2
CC(=O)Nc1ccc(NC2CCCCC2NS(=O)(=O)c2ccccc2)cc1 (stereo not given)	-0.2	3	-0.4	-3	0	0.4	2	0.2	0
O=C(Nc1ccc(F)c(Cl)c1)c1cc(C2CCCCN2C(=O)C2CC2)on1 (stereo not given)	0.8	/	-0.9	2	/	-0.1	14	/	-6
Cc1cccc(NC(=O)c2cccc(S(=O)(=O)N3CCCCC3)c2)c1	-0.9	-13	i	8	5	-1.0	11	0.7	1
Cc1ccc(OCC(=O)NCCCNC(=O)c2ccccn2)cc1C	-1.5	-7	-0.4	-4	-4	5.0	9	-0.4	5
CCN(C[C@H]1N[C@@](C)(C(=O)OC)[C@H]2C(=O)N(C)C(=O)[C@@H]12)C(=O)Nc1ccc(Cl)cc1	0.1	-2	1.0	7	/	-0.5	-4	-0.4	-5
CCOC(=O)CSc1nc2c(sc(=S)n2-c2ccccc2OC)c(=O)n1-c1ccccc1OC	0.6	0	-1.9	-1	5	-3.4	-3	3.8	-9
O=C(NN=Cc1cccc(O)c1O)c1ccccc1	-7.2	/	/	5	/	-1.5	/	/	1

Four compounds picked at random from the list so far, as already listed:
SMILES	TcdB inh	SSB-PriA inh	Vc quorum ag	PrPC TRFRET	SARS 3CLpro inh	BoNT-A LC inh2	Yp Topo-I inh	PfHsp40 rescue	Anthrax LF inh2
O=C(Nc1ccc(F)c(Cl)c1)c1cc(C2CCCCN2C(=O)C2CC2)on1 (stereo not given)	0.8	/	-0.9	2	/	-0.1	14	/	-6
CC(=O)Nc1ccc(NC2CCCCC2NS(=O)(=O)c2ccccc2)cc1 (stereo not given)	-0.2	3	-0.4	-3	0	0.4	2	0.2	0
CCN(C[C@H]1N[C@@](C)(C(=O)OC)[C@H]2C(=O)N(C)C(=O)[C@@H]12)C(=O)Nc1ccc(Cl)cc1	0.1	-2	1.0	7	/	-0.5	-4	-0.4	-5
CCOC(=O)CSc1nc2c(sc(=S)n2-c2ccccc2OC)c(=O)n1-c1ccccc1OC	0.6	0	-1.9	-1	5	-3.4	-3	3.8	-9

Only part of the results is shown; count on the stated rates, not on these rows.
